Compound activity: PubChem, National Center for Advancing Translational Sciences (NCATS)
CCT chaperon mod – cytosolic chaperonin activity modulation; activity change, % (no concentration beside the values), hits read low; 360,000 tested, 0.3% active; purified chaperonin ATPase assay, HTRF ADP detection, 30 min; in the data active = activity change below about -30%; also: % is scaled to controls: 0 for no effect and ±100 for the full control effect
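Enzyme 40 or 20 nM (batch-dependent) in Tris pH 7.4/KCl/MgCl2/DTT; cpd 76 uM single point; ATP 10 uM; 30 min 37 °C; Transcreener ADP HTRF detection, 30 min RT; ratio 665/615.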
MmCpn inh – blocks the Methanococcus maripaludis chaperonin Mm-Cpn; purified Mm-Cpn ATPase, ADP Transcreener TR-FRET; Potency, µM (doses to about 76.9 µM), inactives show at the top dose activity, negative = inhibition, actives largely listed as inhibitors; 330,000 tested, 0.031% active; also: potency is read from the fitted curve at half-maximal effect; % is scaled to controls: 0 for no effect and ±100 for the full control effect; nearly all actives have a fitted effect of over 80% in size
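ATPase turnover read by TR-FRET ADP competition (Eu cryptate antibody/ADP-d2, 665/590 nm): 10uM ATP final, 25nM Mm-CPN final, 30 min 37degC after 10-min compound preincubation, pH 7.4 Tris/KCl/MgCl2/DTT buffer.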
Nrf2 inh – Nrf2 pathway inhibition. A549 ARE-Fluc reporter, luciferase luminescence, 18-24 h. Potency, µM (highest dose often 46 µM), for the others: top-dose activity change, negative = inhibition, most hits filed as inhibitors. 360,000 tested, 2.1% active. AID 504444; also: potency is read from the fitted curve at half-maximal effect; % is scaled to controls: 0 for no effect and ±100 for the full control effect; nearly all actives have a fitted effect of over 60% in size
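Cells were seeded and rested 2 h, then exposed to compounds for 18-24 h. CellTiter-Fluor was read first as a viability measure. BugLite was added 15 min before the final luminescent read of ARE-luciferase activity in A549 cells.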
ATXN viability – reduces viability in counter-screen for ATXN expression inhibitors; S2 cells (HEK-293 line with an ATXN2-luciferase reporter) viability, CellTiter-Fluor protease fluorescence, 24 h; Potency, µM (titrated, usually from 56.7 µM), most hits filed as cytotoxic; 400,000 tested, 0.49% active; AID 651635; also: potency is read from the fitted curve at half-maximal effect; nearly all actives have a fitted effect of over 40% in size
TGFb inhibitor – blocks TGF-b signaling; Potency, µM (highest dose often 46.1 µM), for inactives: at the top dose activity, negative = inhibition, most hits filed as inhibitors; 410,000 tested, 1.2% active; HepG2 CAGA-GFP TGF-b/SMAD3 reporter, GFP fluorescence, 18 h; TGF-beta stimulated, 500 pg/mL final; also: potency is read from the fitted curve at half-maximal effect; % is scaled to controls: 0 for no effect and ±100 for the full control effect; nearly all actives have a fitted effect of over 65% in size
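TGF-beta reporter screen: HEPG2 CAGA-GFP, 1% FBS, 500 pg/mL TGF-beta final, 18 h; per-cell GFP summed per well; curves fitted and categorized by class.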
Nrf2 activator – Nrf2 pathway activation; AREc32 ARE-luciferase reporter (MCF7-derived line), luminescence, 24 h; Potency, µM (series often up to 46.1 µM), inactives show at the top dose activation, usual class: activators; 410,000 tested, 0.31% active; also: potency is read from the fitted curve at half-maximal effect; % of control where 0% means no effect; nearly all actives have a fitted effect of over 65% in size
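Luminescent ARE reporter assay in AREc32_Fluc cells: overnight plating at 37 deg C, 24 hr compound incubation, Steady-Glo added, 30 min RT before reading.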
Akt phos inh – inhibitors of Akt phosphorylation; activity change, % for hits at 50 µM; 360,000 tested, 0.32% active; Neuro2A IGF-stimulated pAkt S473 HTRF, 20 min; active compounds read low; AID 651550; in the data active = activity change below about -80%; inconclusive = mostly about -51% to -80%; also: % is scaled to controls: 0 for no effect and ±100 for the full control effect
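Single-point screen (50 µM final compound) in Neuro2A cells stimulated 20 min with 6 nM IGF at 37 deg C. After lysis, Ser473-phosphorylated Akt read by HTRF (ex 330 nm, em 615/665 nm) as the 665/615 ratio.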
HepG2 viability – kills HepG2 cells in TGF-b inhibitor counter-screen; HepG2 CAGA-GFP viability, ATP luminescence, 18 h; Potency, µM (highest dose often 46.1 µM), inactives show at the highest dose activity change, negative = cytotoxicity, hits mostly cytotoxic; 410,000 tested, 0.76% active; AID 588856; also: potency is read from the fitted curve at half-maximal effect; some results filed as inactive show a strong effect at the top dose
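HepG2 CAGA-GFP cells (1000/well, DMEM with 1% FBS) received compound, then TGF-beta at 500 pg/mL final, and were incubated 18 hours at 37 degrees C. Viability was read by CellTiter-Glo luminescence. Media-only wells were set as complete cell-killing and DMSO as no toxicity.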
A549 viability – counter-screen for Nrf2 inhibitors: cytotoxicity in A549 cells. A549 ARE-Fluc cells, CellTiter-Fluor viability, 18-24 h. Potency, µM (series often up to 46 µM), without a hit: at the highest dose activity change, negative = cytotoxicity, hits mostly inhibitors. 390,000 tested, 0.16% active. AID 504648; also: potency is read from the fitted curve at half-maximal effect; % is scaled to controls: 0 for no effect and ±100 for the full control effect
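A549 ARE_Fluc cells in 5% FBS OPTI-MEM were exposed to compounds in concentration-response for 18-24 h at 37 deg C. Viability was read by CellTiter-Fluor fluorescence (Ex 405/Em 525) after 30 min, before the luciferase read.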
Numbers without * were called inactive; i = inactive; u = inconclusive; x = not tested or not shown; & = joins results of further samples; [ ] = remark or other dose. Unless noted, calls follow the shape of the dose curve; as a rule, active = well fitted curve in the direction sought with a large enough effect; inconclusive = small, poorly fitted or top-dose-only effect, or another doubt; inactive = no such curve, though single readings can be large; an effect the other way counts as inactive or inconclusive.

Start of the listing, in advance (5 entries):
SMILES | CCT chaperon mod | MmCpn inh | Nrf2 inh | ATXN viability | TGFb inhibitor | Nrf2 activator | Akt phos inh | HepG2 viability | A549 viability
COc1ccc(CCNC(=O)Cn2cc(S(=O)(=O)Cc3ccccc3F)c3ccccc32)cc1OC | x | x | 19% | x | u | 8.5% | x | -8% | 0%
Cc1cc(-c2nc(-c3ccc(C(C)(C)C)cc3)no2)no1 | 1.9 | 1% | 22% | i | -13% | 5.3% | i | -33% | 11%
CCC(Sc1nc(C)cc(=O)[nH]1)C(=O)Nc1ccc(Cl)cn1 (stereo unspecified) | -0.7 | 2% | -8% | i | -4% | -0.5% | i | -5% | 3%
O=C(CN1C(=O)C2C3C=CC(C3)C2C1=O)OCC(=O)c1ccc([N+](=O)[O-])cc1 (stereo unspecified) | 0.2 | 1% | 0% | i | -11% | 0.3% | i | 2% | 0%
Cc1nc(CCNC(=O)c2cc(COc3ccc(F)cc3Cl)on2)sc1C | 0.2 | 1% | 6% | i | u | 0.3% | i | -63% | 17%

The list itself, from the first entry:
SMILES | CCT chaperon mod | MmCpn inh | Nrf2 inh | ATXN viability | TGFb inhibitor | Nrf2 activator | Akt phos inh | HepG2 viability | A549 viability
COc1ccc(CCNC(=O)Cn2cc(S(=O)(=O)Cc3ccccc3F)c3ccccc32)cc1OC | x | x | 19% | x | u | 8.5% | x | -8% | 0%
Cc1cc(-c2nc(-c3ccc(C(C)(C)C)cc3)no2)no1 | 1.9 | 1% | 22% | i | -13% | 5.3% | i | -33% | 11%
CCC(Sc1nc(C)cc(=O)[nH]1)C(=O)Nc1ccc(Cl)cn1 (stereo unspecified) | -0.7 | 2% | -8% | i | -4% | -0.5% | i | -5% | 3%
O=C(CN1C(=O)C2C3C=CC(C3)C2C1=O)OCC(=O)c1ccc([N+](=O)[O-])cc1 (stereo unspecified) | 0.2 | 1% | 0% | i | -11% | 0.3% | i | 2% | 0%
Cc1nc(CCNC(=O)c2cc(COc3ccc(F)cc3Cl)on2)sc1C | 0.2 | 1% | 6% | i | u | 0.3% | i | -63% | 17%
COc1ccc(CCN2CN(S(=O)(=O)c3ccc(C)cc3)c3nc4ccccc4nc32)cc1OC | -0.8 | 0% | 5% | u | -2% | -0.6% | i | 0% | -5%
CCN(CC)C(=O)C1=C(C)N(Cc2ccc(C(C)(C)C)cc2)C(=O)C(CC(=O)NCc2ccco2)C1 (stereo unspecified) | -0.8 | x | x | i | 10% | 3.6% | i | -9% | x
CCNC(=O)C1CCN(c2nc3ccccc3nc2C(F)(F)F)CC1 | x | x | 29% | i | 2% | 0.3% | x | 5% | 1%
C(=N\Nc1nc2ccccc2[nH]1)/c1ccc2ncccc2c1 | 0.2 | -3% | 21µM* | i | u | 7.0% | i | -74% | -7%
COc1ccc(-n2c(C)cc(C(=O)CN3C(=O)c4ccccc4C3=O)c2C)cc1 | 1.1 | 0% | 25% | i | 28% | 5.3% | i | 21% | 5%
O=C(c1ccncc1)N(Cc1ccco1)Cc1cc2ccccc2[nH]c1=O | 0.8 | -1% | -20% | i | u | 2.8% | i | 34% | 1%
CCN1C(=O)C(O)(CC(=O)c2cc(C)ccc2C)c2ccccc21 (stereo unspecified) | 0.6 | 0% | 16% | i | -8% | -0.1% | i | 13% | 6%
Nc1cc(C(=O)OCC(=O)c2ccc(CC(=O)N3CCOCC3)s2)ccc1Cl | -0.1 | -2% | 5% | i | -4% | 0.1% | i | -3% | -3%
CC(C)n1[nH]c2ccccc2c1=O | 1.2 | x | x | i | -12% | 0.2% | i | 1% | x
Cn1ccnc1Sc1ccccc1[N+](=O)[O-] | -1.2 | -4% | 0% | i | 0% | 0.4% | i | -3% | -1%
COc1ccc(C(=O)NCC(=O)N2CCN(c3ccc(F)cc3)CC2)cc1 | -0.4 | 2% | -5% | i | 8% | -0.4% | i | -10% | -2%
CCN(Cc1ccccc1)S(=O)(=O)c1ccc(S(=O)(=O)N(Cc2ccccn2)Cc2ccco2)cc1 | -1.5 | 1% | u | u | 4% | -0.2% | i | -1% | 1%[1.84 µM]
Cc1[nH][nH]c(=O)c1C(c1ccc(-c2ccc(Cl)cc2)o1)c1c(C)[nH][nH]c1=O | -0.1 | -3% | -20% | i | 5% | 8.4% | i | -20% | -1%
NC(=O)C1(c2ccccc2)CCCN1C(=O)c1ccccc1Br (stereo unspecified) | -0.8 | -4% | -20% | i | -15% | 2.0% | i | -29% | 4%
Clc1cccc(-c2ccc(C3Nc4cccc5cccc(c45)N3)o2)c1 | x | -5% | -6% | i | -26% | 15% | x | 8% | -16%
CCOC(=O)Cn1nc(NC(=O)c2cc(OC)cc(OC)c2)cc1C | -3.6 | 2% | 4% | i | 8% | -0.2% | i | -14% | 3%
CN(C)c1ccc(CN(CC2CCCO2)C(=O)c2ccc(Br)cc2)cc1 (stereo unspecified) | x | x | -2% | x | -11% | 3.9% | x | -21% | -6%
CCn1nc(C)c2c(-c3ccccc3)cc(=O)n(C(C)C(=O)NCc3cccc(OC)c3)c21 (stereo unspecified) | x | x | u | i | -34% | 12% | x | 1% | -22%
COc1ccc(NS(=O)(=O)c2cc(-c3nnnn3C)ccc2OC)cc1 | -1.8 | -1% | -1% | i | 2% | 0.1% | i | 3% | -10%
CC(=O)c1sc(N/N=C/c2cccc([N+](=O)[O-])c2)nc1C | 0.6 | 1% | -1% | i | 6% | 6.9% | i | -2% | -4%
COc1ccccc1NC(=O)Cn1cnc2ccc(S(=O)(=O)N3CCC(C)CC3)cc2c1=O | x | x | u | i | u | -1.2% | x | -2% | 5%
Cc1ccc(NC(=O)Cn2cccc2)cc1C | -3.4 | 2% | x | i | 1% | 0.1% | x | 8% | -7%
CCc1cc(=O)oc2c3c(cc(OCC(=O)NCCCOC)c12)OC(C)(C)CC3 | -1.7 | -3% | 11% | i | 0% | 2.7% | i | -15% | -5%
Oc1ccc(Nc2ncnc3ccccc23)cc1 | 0.4 | 1% | -15% | i | -6% | u | i | -14% | 3%
Cc1ccc(NC(=O)c2ccc3c(SCC(=O)O)c4c(nc3c2)CCCC4)c(Br)c1 | 2.1 | 1% | 8% | i | -10% | 0.2% | i | -13% | 5%
CN1/C(=C\C(=S)NC(=O)c2ccc([N+](=O)[O-])cc2)C(C)(C)c2ccccc21 | 0.1 | -1% | u | i | 4% | 1.6% | i | -3% | -17%
CC(=O)N1c2ccc(S(=O)(=O)NCCc3ccc(Cl)cc3)cc2CC1C (stereo unspecified) | 0.0 | -1% | -3% | i | 16% | 1.7% | i | 22% | -7%
CCNC(=S)N1CCN(c2ccccc2OCC)CC1 | -0.5 | 5% | 0% | i | -13% | -0.7%[9.22 µM] | i | -11% | 9%
Cc1cccc(NC(=S)NC2CC3CCCC(C2)N3Cc2ccco2)c1 (stereo unspecified) | -1.6 | 2% | 5% | i | 0% | 0.4% | i | -39% | 0%
COc1ccc(/C=C2\SC(=S)N(NS(=O)(=O)c3ccc(C)cc3)C2=O)c(OC)c1 | 0.0 | 2% | -4% | u | 6% | -0.5% | i | -9% | -14%
COc1ccc(N(CC(=O)Nc2nccs2)S(=O)(=O)c2c(C)[nH]c(=O)[nH]c2=O)cc1 | -37* | 2% | 7% | i | 6% | -0.8% | i | 1% | -5%
C/C=C\C(=O)Nc1cccc(C2=NOC3(C2)C[C@@H](C(N)=O)N(C(=O)c2ccc(OC)cc2)C3)c1 (stereo partly specified) | -0.7 | 3% | -8% | i | -22% | 0.3% | i | -10% | -3%
COc1ccc(C2CC(=O)N(C)c3ccccc3S2)cc1 (stereo unspecified) | 1.7 | 2% | -11% | i | -15% | u | i | 3% | 4%
Cc1ccc(NC(=O)Cn2c(CCC(=O)O)ccc2-c2ccc(Cl)cc2)cc1 | 1.0 | -2% | -2%&0% | i | -11%&-15% | -0.5%&-0.7% | i | -2%&-31% | -1%&-3%
COc1cc(/C=C2/SC(=S)N(CC(=O)O)C2=O)ccc1OC(=O)c1cccs1 | -2.0 | 0% | -12% | u | 5% | 1.5% | i | 5% | u
CN1CCSc2ccc(C(=O)Nc3ccc(Cl)cc3)cc21 | 1.3 | -1% | u | i | -3% | 0.8% | i | 9% | -2%
CC(C)(C)OC(=O)C[C@@H]1C/C=C\C[C@@H](CC(=O)N[C@@H](CO)Cc2ccccc2)C(=O)NC[C@@H](c2ccccc2)OC1=O | -4.1 | 0% | -10% | i | -2% | 0.0% | i | -7% | -12%
